Screens: PubChem BioAssay, several laboratories
RBBP9 inh – human RBBP9 hydrolase inhibition. inhibition, % at 7.94 µM. O75884. AID 1515. recombinant RBBP9, FP-Rh probe fluorescence polarization. 220,000 compounds, 0.2% hits;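 active means inhibition above the campaign mean of all tested compounds plus 3 SD, cut at about 14% in these data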;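 further: plate controls were DMSO wells with RBBP9 for no effect and wells lacking RBBP9 protein for full effect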
Target sequence (O75884 whole entry, looked up): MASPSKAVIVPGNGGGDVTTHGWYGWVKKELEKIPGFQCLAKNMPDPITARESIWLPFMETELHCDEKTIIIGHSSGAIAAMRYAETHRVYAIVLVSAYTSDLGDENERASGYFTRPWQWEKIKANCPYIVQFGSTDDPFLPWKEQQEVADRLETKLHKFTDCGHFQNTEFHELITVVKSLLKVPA
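Measured by: FP readout at 525/598 nm; material: recombinant human RBBP9; also added: Serine-hydrolase probe FP-Rh, 375 nM pre-mixing; medium: Tris buffer pH 8.0, NaCl, Pluronic; replication: one well per compound; doses: one concentration, 7.94 µM nominal, 0.794% DMSO; timing: preincubation 30 min plus labeling 45 min at 25 °C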
Runt-SMMHC FRET – blocks binding of human RUNX1 Runt domain to CBFb-SMMHC. Cerulean-Runt/Venus-CBFb-SMMHC FRET ratio 530/480, 1 h. 220,000 compounds, 0.74% hits. inhibition, % at 20 µM. Q01196+Q13951;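 active means mean inhibition across duplicate retests at 20 µM reaching about 50%, limit read from the data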;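 further: 0% = DMSO wells and 100% = wells with excess untagged CBFb-SMMHC; inhibitors lower the FRET ratio by blocking Runt binding to CBFb-SMMHC; some results filed as inactive read as strong as hits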
NPY-Y1 PAM-ag – potentiates or activates human NPY-Y1 receptor | NPY-Y1 expressing cells, potentiator/agonist activation | activation, % at 3.6 µM | 220,000 compounds, 0.37% hits | AID 1304; in the data active means activation above about 33%, passing the limit was not always enough;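 further: cells stimulated with NPY at EC10 then isoproterenol at EC100; 0% = low agonist plus stimulus and 100% = saturating agonist plus stimulus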
p97 ATPase inh – inhibitors of human p97 ATPase; recombinant p97 ATPase, Kinase-Glo ATP luminescence, 3 h; 220,000 compounds, 0.42% hits; AID 1481; inhibition, % at 8 µM; in the data active means inhibition above about 15%;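 further: 0% = DMSO vehicle and 100% = wells lacking enzyme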
Target sequence (P55072 whole entry, looked up): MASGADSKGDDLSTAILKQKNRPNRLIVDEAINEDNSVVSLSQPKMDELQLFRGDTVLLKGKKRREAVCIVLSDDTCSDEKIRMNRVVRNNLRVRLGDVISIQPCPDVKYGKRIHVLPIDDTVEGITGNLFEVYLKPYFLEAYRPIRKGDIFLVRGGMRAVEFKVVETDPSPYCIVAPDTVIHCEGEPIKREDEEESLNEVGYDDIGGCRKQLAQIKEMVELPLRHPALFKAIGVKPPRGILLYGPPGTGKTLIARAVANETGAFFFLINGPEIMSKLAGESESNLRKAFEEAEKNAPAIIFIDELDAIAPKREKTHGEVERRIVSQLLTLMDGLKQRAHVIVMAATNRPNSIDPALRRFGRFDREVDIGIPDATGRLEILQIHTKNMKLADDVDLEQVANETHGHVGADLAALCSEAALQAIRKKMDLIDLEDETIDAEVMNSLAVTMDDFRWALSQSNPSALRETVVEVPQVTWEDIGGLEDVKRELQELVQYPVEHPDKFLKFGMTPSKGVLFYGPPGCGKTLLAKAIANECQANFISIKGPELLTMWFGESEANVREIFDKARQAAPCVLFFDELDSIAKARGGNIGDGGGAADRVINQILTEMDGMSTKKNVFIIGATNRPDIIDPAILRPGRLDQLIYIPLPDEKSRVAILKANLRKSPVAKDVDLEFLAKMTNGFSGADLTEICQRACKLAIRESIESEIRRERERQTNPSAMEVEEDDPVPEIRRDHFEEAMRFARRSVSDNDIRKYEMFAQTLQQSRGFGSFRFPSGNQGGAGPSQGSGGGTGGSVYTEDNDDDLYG
Mdm2 ligase inh – blocks human Mdm2 ubiquitin ligase activity; Q00987; cell-based MDM2 ubiquitination luciferase reporter, 2 h; 0 = plate control, 100 = twice control, blank-subtracted; signal enhancement, % at 5 µM; 210,000 compounds, 0.11% hits; AID 1230;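 active means signal enhancement of 30% or more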;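 further: luminescence tracks abundance of the self-degrading MDM2-luciferase fusion protein; higher signal means inhibition of MDM2 E3 ligase activity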
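System: stable MDM2–luciferase fusion reporter cells / Input: 2000 cells seeded into each well / Schedule: 4 h settle plus 2 h compound, 37 °C / Compound: single-point 5 µM / Buffer or medium: cells held in DMEM / Benchmarks: control and blank well means / Evaluation: percent signal gain over controls, blank-subtracted / Measured by: luciferase luminescence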
Hck Nef HTS – human Hck-Nef kinase inhibition | P08631 | Recombinant Hck-YEEI plus Nef, Z-Lyte FRET kinase assay | inhibition, % at 20 µM | 220,000 compounds, 0.68% hits | AID 463187;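 active means Hck-Nef kinase inhibition above about 50%, limit read from the data; inactive means inhibition below that limit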;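 further: 0% = DMSO with Hck plus Nef and 100% = Hck alone without Nef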
Runt-CBFb FRET – Runt domain-CBFb interaction inhibition; 220,000 compounds, 0.46% hits; Q01196+Q13951; AID 1496; Cerulean-Runt/Venus-CBFb FRET ratio 530/480, 1 h; inhibition, % at 20 µM;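 active means inhibition over about 50% at 20 µM in the single-dose screen, limit read from the data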;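 further: 0% = DMSO wells and 100% = excess unlabeled CBFb competitor control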
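Doses: 20 µM compound in 1% DMSO | Material: Cerulean-labeled Runt domain protein | Amount: Each fluorescent fusion protein 100 nM | Schedule: Two 1 h room-temperature incubations shielded from light | Measured by: FRET fluorescence | Evaluation: Loss of energy transfer signal | Controls: Unlabeled CBFb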
NPY Y1 blocker – antagonists of human neuropeptide Y receptor Y1. HEK293-CNG Y1 cells, membrane potential fluorescence; NPY at EC95, then isoproterenol. P25929. 200,000 compounds, 1% hits. inhibition, % at 3.6 µM;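 active means inhibition above the campaign mean inhibition of all tested compounds plus 3 SD, cut at about 20% in these data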;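 further: 0% = DMSO wells given NPY plus isoproterenol and 100% = isoproterenol alone without NPY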
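Material: HEK293 cells with Y1 receptor plus CNG channel; times: compound incubation 1 h at room temperature, readout 45 min post-stimulation; signal: fluorescence, membrane potential probe; read-out basis: fluorescence ratio normalized to % inhibition between controls; benchmarks: full-block control isoproterenol-only wells, zero-block control NPY plus isoproterenol wells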
NPY-Y2 PAM-ag – human NPY-Y2 potentiation or agonism, primary screen | P49146 | cells expressing NPY-Y2, potentiator/agonist read-out | activation, % at 3.6 µM | 220,000 compounds, 0.45% hits; in the data active means activation above about 27%;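 further: cells stimulated with NPY near EC25 plus isoproterenol at EC100; 0% = vehicle plus submaximal agonist and 100% = vehicle plus saturating agonist; some results beyond the cut were filed as inactive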
* = called active by the depositor; nt = no result given; & = joins results of further samples.

item	SMILES	Runt-SMMHC FRET	NPY Y1 blocker	RBBP9 inh	Runt-CBFb FRET	NPY-Y2 PAM-ag	Mdm2 ligase inh	NPY-Y1 PAM-ag	p97 ATPase inh	Hck Nef HTS
1	Cn1c(=O)c(C(=O)NC2CCCCCCC2)c(O)c2ccccc21	-1	3	-8	-1	4	-14	-5	-8	-4
2	COCCOC(=O)c1[nH]c2c(c1C)C(=O)CC(c1ccccc1)C2 (centres undefined)	1	19	-10	-4	6	-16	16	1	-8
3	CCN(CC)S(=O)(=O)c1cc(NS(=O)(=O)c2cccc(C(=O)O)c2)ccc1C	-2	0	-4	0	-2	-8	9	4	-1
4	Cc1ccc(Oc2cnc3ccccc3n2)cc1	-5	-2	-1	2	5	-22	13	2	0
5	CCC(C)NCCOCCOc1ccc(C)cc1OC (centres undefined)	2	1	-3	-2	-14	-2	-2	4	-2
6	COc1cccc(C(=O)NCc2ccc3[nH]c(C)cc3c2)c1	-29	-4	-3	-2	0	-2	-4	7	21
7	CN1CCN(c2nc(Nc3ccc(O)cc3)nc3ccccc23)CC1	-4	6	-7	0	6	-7	2	1	-8
8	CCCC(C)c1nnc(NC(=O)CN2C(=O)c3ccccc3C2=O)s1 (centres undefined)	5	8	-12	17	-12	-4	-9	1	26
9	O=C(O)c1cccc(-c2ccc(/C=N/Nc3nn[nH]n3)o2)c1	6	1	-5	12	5	-6	4	11	43
10	CCCCSc1nnc(-c2ccc(NC(C)=O)cc2)n1C	2	-2	-4	0	-6	-11	16	-3	3
11	CCOC(=O)COc1ccc2c(c1)c(C(=O)OCC)c(C)n2CC	3	5	-11	-2	-20	0	-13	1	0
12	Cc1c(OCC(F)(F)F)ccnc1CS(=O)c1nc2ccccc2[nH]1 (centres undefined)	34&14	0&0	-7&-6	19&8	12&-2	nt	0&8	9&3	7
13	COc1ccccc1-c1ccc(SCc2ccccc2)nn1	-3	0	0	-1	-4	14	-3	-1	22
14	COCc1nnc(NC(=O)c2ccc(Cl)cc2[N+](=O)[O-])s1	1	-4	-4	1	0	7	2	6	5
15	O=C(Nc1ccccc1C(F)(F)F)C1CC(=O)N(c2ccccc2F)C1 (centres undefined)	0	-6	0	2	6	-4	9	-1	-1
16	Cc1ccc([N+](=O)[O-])cc1NC(=O)CN1CCCCC1	4	-2	-9	0	13	-15	-15	-9	-1
17	CC1(C)Cc2c(cnn2-c2ccccc2)C(=O)/C1=N\NC(=O)c1ccncc1	nt	-4	-5	nt	-4	nt	-3	-2	-11
18	CCCCCOc1ccc(NC(=O)C(=O)NCC2CCCN2CC)cc1 (centres undefined)	3	3	2	0	-23	-3	-11	-5	17
19	COC(=O)CNC(=O)COC(=O)/C=C/c1cccs1	-6	nt	-2	1	4	-14	1	9	7
20	CCOC(=O)c1sc2nc(C(C)C)c3c(c2c1N)CC(C)(C)OC3	12	9	5	2	12	-17	-4	3	5
21	COc1cc(OC)cc(N2C(=O)CSCC2=O)c1	-1	nt	-11	0	-17	-13	-4	8	24
22	CCOC(=O)N1CCN(S(=O)(=O)c2ccc3[nH]c(=O)sc3c2)CC1	-4	0	-5	-1	0	-1	-1	-4	-12
23	Cc1[nH]c2ccccc2c1/C=N/NC(=O)CNC(=O)c1cccs1	-2	nt	-2	1	5	-7	28	-2	1
24	O=c1cc2c(nn1Cc1cccc([N+](=O)[O-])c1)-c1ccccc1CC2	0	11	-8	-4	-14	6	-49	-1	21
25	CC(C)n1cnc2c(Nc3cccc(Cl)c3)nc(N(CCO)CCCO)nc21	1	nt	nt	1	nt	8	nt	nt	112*
26	COc1ccc(C(=O)N/N=C(\C)c2ccc3c(c2)C2C=CCC2C(c2ccccc2)N3)cc1 (centres undefined)	-48	0	-5	-15	-1	4	3	0	16
27	CCn1ncc(C2=NOC(C(=O)Nc3cccc(O)c3)C2)c1C (centres undefined)	3	-1	-2	1	-7	-11	10	3	-5
28	O=C1CCCN1c1ccc(S(=O)(=O)N2CCCCC2)cc1[N+](=O)[O-]	4	-1	0	0	-2	2	5	3	18
29	C/C(Cc1ccccc1)=N\NC(=O)CNC(=O)c1ccc(Br)cc1	1	0	-1	-2	4	-7	-27	1	1
30	Cc1cc(=O)c2c(o1)CC(C)(C)CC2=O	-4	4	-4	1	4	-12	-1	-3	1
31	S=c1[nH]nc(-c2ccccc2)n1CC1CCCO1 (centres undefined)	10	4	1	6	-12	19	4	-2	-4
32	COc1ccc(S(=O)(=O)Nc2nccs2)cc1OC	-2	5	0	0	-16	-18	8	17*	14
33	CCC(SC1=N/C(=C/c2ccccc2OC)C(=O)N1c1ccccc1)C(=O)Nc1cc(C)on1 (centres undefined)	-4	-1	-23	-6	-16	-1	-6	-1	6
34	CCOC(=O)c1ccc(-c2ccc(C=O)o2)cc1	-4	nt	-4	0	2	-102	7	5	21
35	C=C(C)c1cccc(C(C)(C)NC(=O)NCc2ccncc2)c1	2	5	1	-2	-20	nt	4	2	12
36	CCNC(=O)CC1SC(=Nc2cccc3ccccc23)N(C)C1=O (centres undefined)	4	2	-3	2	3	6	9	1	5

Compound profiles (already shown). Order of screens: Runt-SMMHC FRET, NPY Y1 blocker, RBBP9 inh, Runt-CBFb FRET, NPY-Y2 PAM-ag, Mdm2 ligase inh, NPY-Y1 PAM-ag, p97 ATPase inh, Hck Nef HTS
Cc1cc(=O)c2c(o1)CC(C)(C)CC2=O reads -4, 4, -4, 1, 4, -12, -1, -3, 1
CCOC(=O)c1ccc(-c2ccc(C=O)o2)cc1 reads -4, nt, -4, 0, 2, -102, 7, 5, 21

Going on with the list:
item	SMILES	Runt-SMMHC FRET	NPY Y1 blocker	RBBP9 inh	Runt-CBFb FRET	NPY-Y2 PAM-ag	Mdm2 ligase inh	NPY-Y1 PAM-ag	p97 ATPase inh	Hck Nef HTS
37	COC(=O)[C@H](CCSC)NC(=O)Nc1ccc(C)c(C)c1	-4	0	1	-2	9	-16	2	3	1
38	Cc1cc(/C=N/O)c(C)n1-c1ccc(Br)cc1	-5	1	1	-2	8	0	13	6	-2
39	Cc1nc(SCc2ccccc2)c2ccsc2n1	-3	15	-6	-4	-9	-7	2	-8	-3
40	COc1ccc(C2C=C(c3cccs3)Nc3nc(CCCO)nn32)cc1 (centres undefined)	-135	4	2	-67	-34	-7	14	-1	-5
41	COc1cccc(CNC(=O)N[C@@H](CC(C)C)C(=O)O)c1	2	1	-9	3	5	-11	-18	4	3
42	Cc1ccccc1C(=O)NC(=S)Nc1cccc(NC(=O)C(C)C)c1	3	-3	-5	3	8	-2	5	-1	2
43	O=C(/C=C/c1cccc([N+](=O)[O-])c1)NCc1cccnc1	2	3	-2	0	1	-14	-13	-5	-1
44	Cc1ccccc1OCC(=O)NCC(=O)OCC(=O)c1ccc2ccccc2c1	-5	14	-7	-4	-16	-8	-9	-8	-1
45	CN(C)CC(=O)Nc1nc(-c2ccccc2)cs1	4	5	-1	2	-19	-5	-15	4	2
46	CCOC(=O)C1=C(C)NC(C)=C(C(=O)OCC)C1c1ccc([N+](=O)[O-])s1	-6	nt	-7	-1	-1	-13	2	4	8
47	CCN(CC(=O)NC1CCS(=O)(=O)C1)C(=O)/C=C/c1cccs1 (centres undefined)	4	1	-6	0	-13	-17	-7	-1	11
48	Cc1c(C(N)=O)sc2ncn(CC(=O)NCCc3ccccc3)c(=O)c12	0	-2	-3	0	-8	-5	-2	4	11
49	C1=C2C[N+]3(CCCC3)CC2Cc2ccc3ccccc3c21 (centres undefined)	0	-2	11	0	9	-6	10	1	2
50	COc1ccccc1C(=O)NNC(=S)NC(=O)c1ccco1	0	0	-1	6	7	-13	-4	1	-3
51	CCCOc1ccc(/C=C/c2[nH]c(=O)[nH]c(=O)c2[N+](=O)[O-])cc1OCC	-10	nt	-4	-5	7	nt	34	3	46
52	CC1(C)C(O)=C(c2nc3ccccc3[nH]2)C(=N)N1c1ccccc1	0	-1	-3	-1	-12	-11	0	1	1
53	COc1ccc(S(=O)(=O)Nc2ccc3c(c2)OCO3)cc1C(=O)O	3	-5	-1	2	-27	-17	-4	4	5
54	CC(=O)c1c(C(C)=O)c(C)n(-c2ccc(C)c(NC(=O)c3ccccc3Cl)c2)c1C	4	-3	-6	0	-10	-16	-16	-10	-2
55	NC(=S)NNC(=O)c1cc(C(F)(F)F)cc(C(F)(F)F)c1	-2	nt	-2	0	-29	-5	-18	-1	11
56	COC(=O)c1sc2nc(C)c([N+](=O)[O-])c(C)c2c1N	3	2	-7	0	5	-9	-14	3	3
57	O=C(NC1CCCCCCC1)C1CCN(S(=O)(=O)N2CCCC2)CC1	0	-3	-4	-1	-4	-20	-10	1	-10
58	C=CCn1c(=NC(=O)CC)n(C)c2ccccc21	3	-1	-7	0	5	-5	-1	-3	5

A draw from above in order of molecular weight, high to low.
item	SMILES	Runt-SMMHC FRET	NPY Y1 blocker	RBBP9 inh	Runt-CBFb FRET	NPY-Y2 PAM-ag	Mdm2 ligase inh	NPY-Y1 PAM-ag	p97 ATPase inh	Hck Nef HTS
48	Cc1c(C(N)=O)sc2ncn(CC(=O)NCCc3ccccc3)c(=O)c12	0	-2	-3	0	-8	-5	-2	4	11
20	CCOC(=O)c1sc2nc(C(C)C)c3c(c2c1N)CC(C)(C)OC3	12	9	5	2	12	-17	-4	3	5
24	O=c1cc2c(nn1Cc1cccc([N+](=O)[O-])c1)-c1ccccc1CC2	0	11	-8	-4	-14	6	-49	-1	21
2	COCCOC(=O)c1[nH]c2c(c1C)C(=O)CC(c1ccccc1)C2 (centres undefined)	1	19	-10	-4	6	-16	16	1	-8
45	CN(C)CC(=O)Nc1nc(-c2ccccc2)cs1	4	5	-1	2	-19	-5	-15	4	2
34	CCOC(=O)c1ccc(-c2ccc(C=O)o2)cc1	-4	nt	-4	0	2	-102	7	5	21
